# Source: PubChem BioAssay (National Center for Advancing Translational Sciences (NCATS))
# EPAC1 antagonist = qHTS for Antagonist of cAMP-regulated guanine nucleotide exchange factor 3 (EPAC1): primary screen; EPAC1 GEF assay, Rap1b-BODIPY-GDP exchange fluorescence; actives 0.14% (n = 360,000); Potency, µM (titrated, usually from 115 µM), for inactives: top-dose activity change, negative = inhibition, usual class: inhibitors; Rap guanine nucleotide exchange factor 3 (Homo sapiens), O95398; AID 720709, 2013;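 also: potency is read from the fitted curve at half-maximal effect; plate controls were vehicle for no effect and positive control for full effect; nearly all actives have a fitted effect of over 50% in size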
# Target sequence (O95398 whole entry, looked up): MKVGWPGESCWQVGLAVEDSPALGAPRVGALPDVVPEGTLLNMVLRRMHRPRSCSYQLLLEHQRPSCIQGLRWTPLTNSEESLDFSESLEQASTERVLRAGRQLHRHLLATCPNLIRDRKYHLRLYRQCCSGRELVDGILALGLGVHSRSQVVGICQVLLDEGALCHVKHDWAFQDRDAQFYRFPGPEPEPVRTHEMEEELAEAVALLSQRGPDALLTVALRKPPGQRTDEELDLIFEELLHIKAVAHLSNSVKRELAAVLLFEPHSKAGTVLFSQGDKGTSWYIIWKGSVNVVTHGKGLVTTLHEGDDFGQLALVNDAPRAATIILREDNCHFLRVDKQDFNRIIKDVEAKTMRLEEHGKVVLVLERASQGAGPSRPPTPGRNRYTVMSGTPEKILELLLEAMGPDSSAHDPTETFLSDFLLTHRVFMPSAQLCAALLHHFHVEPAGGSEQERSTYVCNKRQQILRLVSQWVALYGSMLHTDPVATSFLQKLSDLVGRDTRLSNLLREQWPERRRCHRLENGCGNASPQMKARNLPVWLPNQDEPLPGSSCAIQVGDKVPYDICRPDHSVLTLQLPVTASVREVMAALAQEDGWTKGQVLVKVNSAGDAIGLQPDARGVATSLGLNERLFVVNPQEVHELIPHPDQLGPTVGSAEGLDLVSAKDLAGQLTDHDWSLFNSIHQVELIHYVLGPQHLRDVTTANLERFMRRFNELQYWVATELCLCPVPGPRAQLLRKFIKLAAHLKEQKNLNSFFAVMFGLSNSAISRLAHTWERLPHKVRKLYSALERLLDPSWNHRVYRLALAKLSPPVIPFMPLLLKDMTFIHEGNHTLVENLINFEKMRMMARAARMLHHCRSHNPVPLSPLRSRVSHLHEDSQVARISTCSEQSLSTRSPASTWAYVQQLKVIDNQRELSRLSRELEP
# IL-2 act = qHTS of IL-2 Activators; IL-2 activation reporter assay, cell-based qHTS; stimulated with anti-CD3/CD4/CD28 beads; in transgenic mouse T cells; activation, % (series mostly up to about 46 µM); actives 0.065% (n = 360,000); in the data active = activation above about 50%; inconclusive = mostly about 30% to 49%; also: 0% is about no effect
#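 Using fluorescent plate cytometry, EGFP and DsRed are detected in transgenic mouse T cells stimulated 18 h at 37 degrees C with antibody-coated beads after 60 min compound pretreatment.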
# GLP-1R agonist = qHTS of GLP-1 Receptor Agonists | actives 0.007% (n = 380,000) | Potency, µM (series often up to 45.6 µM), inactives show top-dose activation, actives largely listed as activators | HEK293 GLP-1R CRE-luciferase, luminescence, 4-6 h; cells express a hypersensitive GLP-1R form | AID 624172, 2012 | Glucagon-like peptide 1 receptor (Homo sapiens), P43220; also: potency is read from the fitted curve at half-maximal effect; % of control where 0% means no effect
# PI5P4Ka inh = qHTS for Inhibitors of phosphatidylinositol 5-phosphate 4-kinase (PI5P4K) | PI5P4Kalpha enzyme, ADP-Glo luminescence, 60 min; stronger effect = lower value | max response, % | actives 1.2% (n = 330,000) | AID 652105, 2013; active = max response of -50% or lower; inconclusive = between -30% and -50%; inactive = -30% or higher; also: value at the top dose of about 77 µM; % is scaled to controls: 0 for no effect and ±100 for the full control effect
#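 PI5P4Kalpha ADP-Glo assay; 5 microM ATP final; 60 min RT reaction; HEPES pH 7.4/EGTA/CHAPS, 5% DMSO; controls lacking substrate or enzyme; luminescent end-point.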
# PLK1 PBD inh = qHTS for Inhibitors of PLK1-PDB (polo-like kinase 1 - polo-box domain): Primary Screen | Serine/threonine-protein kinase PLK1 (Homo sapiens), P53350 | Plk1 PBD binding of FITC phosphopeptide, fluorescence polarization | Potency, µM, without a hit: max response, negative = inhibition, actives largely listed as inhibitors | actives 2.8% (n = 360,000); also: potency is read from the fitted curve at half-maximal effect; series mostly up to about 57 µM; % is scaled to controls: 0 for no effect and ±100 for the full control effect; nearly all actives have a fitted effect of over 65% in size
# PTHR1 agonist = qHTS for PTHR1 Agonists: Primary Screen. Parathyroid hormone/parathyroid hormone-related peptide receptor (Homo sapiens), Q03431. HEK293 GP2 PTHR1 cells, GloSensor cAMP luminescence, 1 h. Potency, µM (titrated, usually from 115 µM), for inactives: top-dose activation, actives largely listed as activators. actives 0.075% (n = 410,000). AID 743266, 2014; also: potency is read from the fitted curve at half-maximal effect; nearly all actives have a fitted effect of over 55% in size; some results filed as inactive show a strong effect at the top dose; inactives centre near -15; many of its hits are not listed in these tables
#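 HEK-293-derived GP2 cells expressing PTHR1 and a GloSensor cAMP reporter, 3,000/well, plated overnight, given luciferin plus IBMX (each 0.5 mM as added) for 1 h at 37 °C, then compound for 1 h at 37 °C. Luminescence was read after 15 min at room temperature.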
# HEK293 tox = qHTS of GLP-1 Receptor Inverse Agonists: Cytotox Screen | actives 0.13% (n = 410,000) | HEK293 cAMP-luciferase reporter cells, luminescence, 24 h | Potency, µM (doses to about 38.3 µM), for the others: at the top dose activity change, negative = inhibition, usual class: inhibitors | AID 624418, 2012;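 also: loss of luciferase light is scored as toxicity; potency is read from the fitted curve at half-maximal effect; % is scaled to controls: 0 for no effect and ±100 for the full control effect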
#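 Seeding density was 200 cells/uL; after overnight-length (12 h) culture, 23 nL compounds went on for 24 h at 37 °C. Readout used a luciferase detection reagent, luminescence taken after 12 min at room temperature.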
# GLP1R inv ag = qHTS of GLP-1 Receptor Inverse Agonists (Inhibition Mode) | Glucagon-like peptide 1 receptor (Homo sapiens), P43220 | HEK293 GLP-1R CRE-luciferase, luminescence, 24 h; GLP-1R form is constitutively active | Potency, µM (top dose mostly 38.3 µM), inactives show at the top dose activity change, negative = inhibition, most hits filed as inhibitors | actives 1.6% (n = 410,000); also: potency is read from the fitted curve at half-maximal effect; % is scaled to controls: 0 for no effect and ±100 for the full control effect; nearly all actives have a fitted effect of over 55% in size
#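 Readout was luciferase luminescence, measured 12 min after detection reagent at room temperature. Beforehand, GLP-1R reporter HEK293 cells had sat 12 h, then received compounds for 24 hr at 37 deg C.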
# EPAC1 ag = qHTS for Agonist of cAMP-regulated guanine nucleotide exchange factor 3 (EPAC1): primary screen | EPAC1 agonist qHTS, biochemical assay; response scale: 100% = response to 6.5 mM cAMP | Potency, µM (titrated, usually from 154 µM), without a hit: at the highest dose activation, most hits filed as activators | actives 0.073% (n = 360,000) | AID 720707, 2013; also: potency is read from the fitted curve at half-maximal effect; nearly all actives have a fitted effect of over 60% in size
#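 Read-out is the fluorescence drop as BODIPY-GDP leaves Rap1B (480 nm excitation, 540 nm emission), recorded every 5 minutes over 30 minutes. Reactions held 100 nM EPAC1, 250 nM Rap1B–BODIPY-GDP and 50 uM GDP, with 6.5 mM cAMP setting full activation.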
# Starred values were filed as active, the others as inactive; i = inactive; u = inconclusive; x = not tested or not shown; & = joins results of further samples; [ ] = remark or other dose. Unless noted, calls follow the shape of the dose curve; as a rule, active = well fitted curve in the direction sought with a large enough effect; inconclusive = small, poorly fitted or top-dose-only effect, or another doubt; inactive = no such curve, though single readings can be large; an effect the other way counts as inactive or inconclusive. Only part of the results is shown. The share of hits here may be higher or lower than overall.
No.	Molecule	EPAC1 antagonist	IL-2 act	GLP-1R agonist	PI5P4Ka inh	PLK1 PBD inh
1	CC1=C(CC(=O)O)c2cc(F)ccc2/C1=C\c1ccc(S(C)=O)cc1 (configuration not stated)	2%	0.0	1%&2%	-13	u
2	COc1ccccc1NC(=O)COc1ccc(/C=N/n2cnnc2)cc1OC	9%	2.6	-1%	x	-3%
3	CCCCOc1ccc(C(=O)N/C(=C\c2cccc([N+](=O)[O-])c2)C(=O)OC(C)C)cc1	-5%	0.2	-12%	13	-3%
4	CCOC(=O)C1(Cc2ccc(Cl)cc2)CCN(Cc2cnc(N)nc2)CC1	13%	-1.7	15%	6	-4%
5	O=C1NC[C@H](CCCCN2C[C@H](Cc3ccccc3)N(CCC3CCCCC3)C(=O)C2=O)N(Cc2ccccc2)C1=O	-14%	-1.0	2%	0	2%
6	CC(C)NC(=O)c1cc(C2CCCCN2S(=O)(=O)c2ccccc2)on1 (configuration not stated)	4%	-0.7	5%	3	-8%
7	CCN1C(=O)[C@H]2[C@@H](c3ccc(OC)cc3)N[C@]3(CCCN(Cc4ccc(OC)cc4)C3=O)[C@H]2C1=O	11%	3.0	11%	7	-5%
8	N#Cc1nc(-c2ccc(OCc3ccc(Cl)cc3)cc2)oc1N1CCC(C(N)=O)CC1	4%	2.7	-6%	x	-6%
9	COc1ccc(-n2c(SC3CCOC3=O)nc3ccccc3c2=O)cc1Cl (configuration not stated)	-26%	-0.2	-3%	-6	u
10	Cc1ccc(Cl)cc1NC(=O)NCCN1CCCCC1	8%	0.7	-11%	-5	-9%
11	Fc1ccc(N2N=C(c3cccs3)CC2c2ccco2)c(F)c1 (configuration not stated)	-11%	3.0	-1%	x	-7%
12	Cc1cc(=O)[nH]c(N/N=C/c2c(C)nn(-c3ccccc3)c2Cl)n1	2%	0.1	17%	-2	-10%

No.	PTHR1 agonist	HEK293 tox	GLP1R inv ag	EPAC1 ag
1	17%	-4%	10%	-23%
2	i	1%	88%[activator]	0%
3	i	-3%	3%	-16%
4	-3%	9%	-23%	1%
5	-4%	-4%	7%	-5%
6	i	-16%	-13%	-3%
7	-23%	13%	21%	15%
8	-24%[57.5 µM]	5%	0%	10%
9	i	-19%	5%	-8%
10	-23%	-2%	-17%	-8%
11	-18%	87%[activator]	u	u
12	-29%	-11%	28%	-5%

# Next part
No.	Molecule	EPAC1 antagonist	IL-2 act	GLP-1R agonist	PI5P4Ka inh	PLK1 PBD inh
13	Cc1ccc(C)c(NC(=O)CN(C)C(=O)c2ccc(-c3ccc(Cl)cc3)o2)c1	-14%	-4.0	-4%	6	-15%
14	O=C(Nc1cccc(C(=O)N2CCCCC2)c1)c1ccccc1Br	12%	-2.0	-3%	6	-5%
15	CC1CC(C)(C)NC(=S)N1CCCC(=O)N1CCN(c2ccc(F)cc2)CC1 (configuration not stated)	-4%	-3.3	1%	-2	-11%
16	CCOC(=O)N1CCN(CC(O)COc2ccccc2C(C)CC)CC1 (configuration not stated)	1%	2.0	-12%	6	-3%
17	O=C(O)C1C2C=CC3(CN(Cc4ccccn4)C(=O)C13)O2 (configuration not stated)	6%	-1.4	2%	x	0%
18	COc1cccc(NC(=O)COC(=O)CCSc2ccccc2)c1	-1%	-1.0	0%	6	u
19	COc1ccc(/C=N/Nc2ncnc3c2[nH]c2ccc(C)cc23)c(OC)c1OC	-7%	-4.0	16%	-1	-4%
20	COc1ccc(NC(=O)CCNS(=O)(=O)c2ccc3[nH]c(=O)oc3c2)cc1Cl	-9%	-1.2	8%	5	-10%
21	CC(C)N(Cc1nc(-c2ccccc2)no1)C(=O)C(C)(C)C	4%	-4.5	2%	10	-1%
22	CCOCCCNC(=O)C(c1ccc(Cl)cc1)N(Cc1ccc2c(c1)OCO2)C(=O)CNC(C)=O (configuration not stated)	-18%	0.4	2%	-6	-3%
23	CCOc1ccc(NC(=O)CCC(=O)NNC(=O)Nc2ccc(Cl)cc2)cc1	-12%	0.2	3%	13	u
24	CC(C)c1ccccc1OCC(O)CN(CC(O)COc1cccc2ccccc12)C(C)C (configuration not stated)	-10%	-7.5	0%	29	6%

No.	PTHR1 agonist	HEK293 tox	GLP1R inv ag	EPAC1 ag
13	-84%[inhibitor]	7%	28%	-5%
14	-24%	3%	-11%	3%
15	i	-15%	-12%	6%
16	i	-1%	0%	5%
17	i	26%	9%	2%
18	-22%	0%	6%	-3%
19	i	-4%	24%	1%
20	i	-8%	5%	6%
21	-20%	-8%	u	4%
22	-11%	8%	6%	11%
23	i	-1%	17%	-4%
24	-5%	u	8.9µM*	-18%

# Copied from the list:
# Value of cpd 16 under EPAC1 ag: 5%
# Value of cpd 21 under HEK293 tox: -8%
# Value of cpd 15 under HEK293 tox: -15%
# Value of cpd 22 under IL-2 act: 0.4

# Some of the entries so far, with one line to a screen:
17. O=C(O)C1C2C=CC3(CN(Cc4ccccn4)C(=O)C13)O2 (configuration not stated)
18. COc1cccc(NC(=O)COC(=O)CCSc2ccccc2)c1
19. COc1ccc(/C=N/Nc2ncnc3c2[nH]c2ccc(C)cc23)c(OC)c1OC

Assay by compound,17,18,19
EPAC1 antagonist,6%,-1%,-7%
IL-2 act,-1.4,-1.0,-4.0
GLP-1R agonist,2%,0%,16%
PI5P4Ka inh,x,6,-1
PLK1 PBD inh,0%,u,-4%
PTHR1 agonist,i,-22%,i
HEK293 tox,26%,0%,-4%
GLP1R inv ag,9%,6%,24%
EPAC1 ag,2%,-3%,1%

# Next part.
No.	Molecule	EPAC1 antagonist	IL-2 act	GLP-1R agonist	PI5P4Ka inh	PLK1 PBD inh
25	C[C@@H]1C=C(C(=O)NC2CC2)O[C@H](OCc2ccc(CO)cc2)C1	2%	0.6	-1%	1	2%
26	COC(=O)c1ccc(OCC(O)CN(CCO)CCO)cc1 (configuration not stated)	13%	-0.9	3%	x	-4%
27	COc1cccc(Oc2nc(-c3ccncc3)nc3ccccc23)c1	8%	0.9	4%	0	-21%
28	COc1cccc(C(=O)COC(=O)c2cccs2)c1	-3%	-1.1	-4%	-1	1%
29	Cc1cc(OCCn2ccnc2)cc(C(C)C)c1	-13%	0.9	1%	-5	-16%
30	C=C(C)Cn1c(CCn2c3ccccc3c3ccccc32)n[nH]c1=S	2%	5.2	5%	6	-6%
31	Cc1cccc(OCC(=O)Nc2cccc3nsnc23)c1	6%	2.9	7%	x	-3%
32	CCc1nc2ccc(C(=O)NCc3ccc4c(c3)OCO4)cn2c1N(CC)CCN(C)C	-9%	-0.4	-9%	9	5%
33	Cc1ccc(NC(=O)C(c2ccc(Cl)cc2)N2CCOCC2)cc1 (configuration not stated)	-13%	3.6	-7%	9	-3%
34	Cc1ccc(O)c(-c2cc(C(=O)Nc3ccc(S(=O)(=O)Nc4nccc(C)n4)cc3)[nH]n2)c1	-24%	-3.9	4%	-5	-4%
35	CC1Cc2ccccc2N1S(=O)(=O)c1cccc(C(=O)OCC(=O)N2CCOCC2)c1 (configuration not stated)	3%	-0.3	19%	2	-3%
36	COc1cccc(N=C2CC(C)(C)CC(=O)/C2=C(/O)c2ccccc2)c1	4%	0.6	0%	6	-7%

No.	PTHR1 agonist	HEK293 tox	GLP1R inv ag	EPAC1 ag
25	i	2%	8%	8%
26	-7%[57.5 µM]	5%	-8%	-1%
27	i	u	u	5%
28	-27%	1%	32%[activator]	-2%
29	i	10%	-26%	6%
30	i	-22%	u	-4%
31	-18%[57.5 µM]	u	0%	2%
32	1%	4%	u	1%
33	i	3%	u	5%
34	-11%	-7%	46%[activator]	-2%
35	-10%	1%	20%	4%
36	-24%	-7%	7%	0%

# (further entries)
No.	Molecule	EPAC1 antagonist	IL-2 act	GLP-1R agonist	PI5P4Ka inh	PLK1 PBD inh
37	Cc1ccc2c(c1)N(CCCC(=O)NCC1COc3ccccc3O1)C(=O)CO2 (configuration not stated)	1%	-1.9	0%	x	-12%
38	CC(=O)c1ccc(N2CCN(C(=O)Cn3cnc(S(=O)(=O)N4CCCCC4)c3)CC2)cc1	-2%	-1.2	6%	-6	27µM*
39	O=C(N/N=C/c1cccc([N+](=O)[O-])c1)c1cc[n+](CCO)cc1	-3%	-1.2	1%	0	-6%
40	CN(CC(=O)Nc1ccccc1Br)C(=O)CCc1ccccc1	u	-4.7	3%	1	4%
41	C[C@@H]1CCCCO[C@H](CN(C)Cc2ccc3c(c2)OCO3)[C@H](C)CN([C@@H](C)CO)C(=O)c2cc(NC(=O)c3ccccc3)ccc2O1	-26%	-3.6	3%	-5	-21%
42	Cc1ccc(NC(=O)CSc2nc(=O)cc(N)n2CCc2ccccc2)cc1	5%	-0.2	-4%	0	-12%
43	O=C(Cn1c(C(F)(F)F)nc2ccccc21)Oc1cccc(C(F)(F)F)c1	-14%	-0.4	-5%	14	-6%

No.	PTHR1 agonist	HEK293 tox	GLP1R inv ag	EPAC1 ag
37	-19%	-6%	-12%	8%
38	i	-2%	14%	5%
39	i	-8%	0%	-10%
40	i	-27%	-14%	0%
41	-6%	1%	u	5%
42	u	0%&-8%	15%&0%	-5%
43	i	10%	6%	-10%
